PPARg SRC-1 ag – agonists of human PPARgamma SRC-1 coactivator recruitment; activation, % at 8 µM; AID 631; 0.41% of 200,000 active; PPARgamma-SRC-1 coactivator recruitment biochemical assay; in the data active = activation above about 19%;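 also: 0% = DMSO and 100% = reference agonist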
Target sequence (P37231 whole entry, looked up): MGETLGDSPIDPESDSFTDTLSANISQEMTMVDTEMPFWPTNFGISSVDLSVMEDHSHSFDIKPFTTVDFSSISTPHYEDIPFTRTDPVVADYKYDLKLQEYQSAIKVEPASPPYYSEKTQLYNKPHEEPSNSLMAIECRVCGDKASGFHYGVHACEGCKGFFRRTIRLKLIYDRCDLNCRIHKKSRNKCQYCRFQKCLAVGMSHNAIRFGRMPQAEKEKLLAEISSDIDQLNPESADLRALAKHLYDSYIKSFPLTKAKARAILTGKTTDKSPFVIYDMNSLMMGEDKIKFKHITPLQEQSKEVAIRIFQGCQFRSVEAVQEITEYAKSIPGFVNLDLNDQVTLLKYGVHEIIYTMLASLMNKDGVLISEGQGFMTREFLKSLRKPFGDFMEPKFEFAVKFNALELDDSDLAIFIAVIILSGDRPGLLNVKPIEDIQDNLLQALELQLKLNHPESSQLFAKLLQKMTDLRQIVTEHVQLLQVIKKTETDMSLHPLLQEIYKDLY
bIAP activator – intestinal alkaline phosphatase (bovine) activation | 0.17% of 200,000 active | purified bovine IAP, CDP-star luminescence, 30 min; stronger effect = higher value; fold of DMSO-control signal, blank-subtracted | activation factor at 20 µM;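 active = activation factor of 2 or more at 20 µM, a signal rise over negative controls twice the positive control's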
bIAP inh – blocks bovine intestinal alkaline phosphatase activity | purified bovine IAP, CDP-star luminescence, 30 min | inhibition, % at 20 µM | 190,000 tested, under 10 active | AID 1019;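 active = over 50% inhibition of intestinal alkaline phosphatase at 20 µM in the single-dose screen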
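System: purified bovine intestinal alkaline phosphatase (IAP) enzyme; Input: IAP diluted 1/65,000,000 in the well; Measured by: CDP-star luminescence signal; Compound dosing: 20 µM single dose; Incubation: 30 min reaction at room temperature.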
PPARg SRC-2 ag – agonists of SRC-2 recruitment by human PPARgamma; P37231; PPARgamma LBD-SRC-2 recruitment, biochemical; activation, % at 8 µM; 0.34% of 200,000 active; AID 1032; in the data active = activation above about 22%;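 also: 0% = vehicle and 100% = reference agonist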
STAT1 inh – inhibitors of IFN-gamma induced STAT1 signaling; NIH 3T3 STAT1-luciferase reporter, luminescence; inhibition, % at 5.5 µM; 0.35% of 200,000 active;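 active = inhibition above a set limit, the mean inhibition across all tested compounds plus 3 SD, cut at about 34% in these data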;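 also: 0% = IFN-gamma with DMSO and 100% = IFN-gamma with 300 µM nifuroxazide; values of inactives mirror those of a sister screen read the other way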
STAT3 act – STAT3 signaling activation; U3A cells, IL-6 STAT3-luciferase reporter, luminescence; 100% = signal with IL-6 EC80 alone; activation (% of control), % at 5.6 µM; 0.91% of 190,000 active; AID 871;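 active = activation above the screen-wide mean of compound activation plus 3 SD, cut at about 130% in these data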;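 also: 0% = background luminescence of wells with medium and substrate only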
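Test system: STAT3-luciferase reporter U3A cells; Detection: reporter luminescence signal; Times: 1 h compound pre-exposure, 6 h IL-6 stimulation, 37 °C; Benchmarks: IL-6-only high control; Also added: IL-6 stimulus at 33 ng/mL final.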
ROMK primary – human ROMK K+ channel modulation, primary screen; P48048; Tet-inducible ROMK, thallium flux fluorescence; actives lie on both sides; B-score at 10 µM; 2% of 130,000 active; AID 1918;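 active = signal ratio slope over the read window, or its plate-corrected B-score, at least 3 SD from the plate mean, either direction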;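 also: B-score of the F/F0 ratio slope over 7 to 12 s after thallium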
TNAP act hi DEA – TNAP (human) activation, high acceptor | activation factor at 20 µM | P05186 | purified TNAP, CDP-star luminescence, 1 M DEA, 30 min; stronger effect = higher value; 0 = EDTA background, 1 = DMSO-only activity | AID 1136 | 200,000 tested, under 10 active;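 active = activation factor at least 2 at 20 µM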
Target sequence (P05186 whole entry, looked up): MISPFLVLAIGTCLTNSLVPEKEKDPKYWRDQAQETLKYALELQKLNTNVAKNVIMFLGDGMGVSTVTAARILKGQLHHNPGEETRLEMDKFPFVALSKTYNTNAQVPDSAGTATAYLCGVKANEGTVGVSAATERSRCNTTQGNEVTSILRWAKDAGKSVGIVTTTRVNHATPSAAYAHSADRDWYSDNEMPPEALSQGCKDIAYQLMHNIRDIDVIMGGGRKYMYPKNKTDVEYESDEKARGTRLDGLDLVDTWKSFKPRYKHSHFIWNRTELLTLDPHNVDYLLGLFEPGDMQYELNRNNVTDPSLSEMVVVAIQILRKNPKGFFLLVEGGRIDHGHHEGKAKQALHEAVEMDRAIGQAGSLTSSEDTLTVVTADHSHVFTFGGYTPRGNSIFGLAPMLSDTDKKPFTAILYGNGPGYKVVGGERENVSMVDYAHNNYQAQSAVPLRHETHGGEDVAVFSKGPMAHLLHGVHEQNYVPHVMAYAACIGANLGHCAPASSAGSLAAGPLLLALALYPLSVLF
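Control set: EDTA negative control, DMSO positive control / Assay system: human TNAP / Quantity: TNAP 1/800 final / Evaluation: TNAP activation factor scaled between EDTA and DMSO control wells / Measured by: luminescent substrate turnover signal / Compound dosing: one dose, 20 µM / Times: 30 min enzyme reaction at room temperature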
SRC2 TRFRET art – flags TR-FRET format artefacts in PPARgamma SRC-2 recruitment agonist screen | AID 1049 | TR-FRET ratio at 8 µM | 0.4% of 200,000 active | TR-FRET artefact counter-screen; stronger effect = higher value; in the data active = TR-FRET ratio above about 2000; also: inactives centre near 1500
STAT3 blocker – STAT3 signaling inhibition; U3A cells, IL-6 STAT3-luciferase reporter, luminescence; host cell line lacks STAT1; inhibition, % at 5.5 µM; 0.89% of 190,000 active;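 active = inhibition above the mean inhibition across all screened compounds plus 3 SD, cut at about 44% in these data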;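 also: 0% = DMSO only wells and 100% = 100 µM nifuroxazide control wells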
PPARg SRC3 recr – promotes SRC-3 coactivator recruitment by human PPARgamma; P37231; activation, % at 8 µM; biochemical PPARgamma/SRC-3 coactivator recruitment assay; AID 731; 0.26% of 200,000 active; in the data active = activation above about 23%;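 also: 0% = DMSO and 100% = reference agonist; some compounds past the cut are filed as inactive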
Active calls of the source: *; x = no result given; & = joins results of further samples.

SMILES	PPARg SRC-1 ag	bIAP activator	bIAP inh	PPARg SRC-2 ag	STAT1 inh	STAT3 act	ROMK primary	TNAP act hi DEA	SRC2 TRFRET art	STAT3 blocker	PPARg SRC3 recr
CN(C)c1ccc(/C=N/NC(=O)CCCO)cc1	17	1.1	-6	11	-16	111	x	1	1722	-11	6
C=CCNC(=O)c1onc(CSc2cccc(Cl)c2)c1C(=O)O	-8	1.1	-10	5	-1	109	x	1	1631	-10	0
CCOC(=O)CNC(=O)CSc1ncnc2c1cnn2-c1ccccc1	0	0.8	18	-3	3	95	x	1	1474	10	1
CC(=O)Nc1cc(NC(C)=O)cc(C(=O)OCC(=O)N2CC(C)OC(C)C2)c1 (centres undefined)	-7	0.9	12	-5	-2	100	-0.0028	1	1449	-1	-7
COc1ccccc1N1CCN(C(=O)c2cc(-c3ccc(Cl)c(Cl)c3)on2)CC1	1	1	2	3	4	92	-0.21	1.1	1522	14	-4
Oc1[nH]c2ccccc2c1C=Nc1ccc2c(c1)OCCO2	17	0.9	13	9	-85	70	x	1	1562	37	2
CCCN(C(=O)CSc1nc2c(cnn2-c2ccccc2)c(=O)[nH]1)C1CCS(=O)(=O)C1 (centres undefined)	-1	1	-1	6	8	98	1.2	1	1518	10	2
COc1cc(OC)cc(C(=O)N2CCC(C(=O)Nc3ccc4c(c3)OCCO4)CC2)c1	0	1	3	5	13	90	0.3	1	1639	15	0
CCOc1ccccc1C(=O)NN1C(=O)C2CCCCC2C1=O (centres undefined)	14	0.7	34	-1	8	120	1.4	1	1470	-18	2
C/C(N)=C(\C#N)C(=O)NCCc1ccccn1	-4	0.9	13	6	4	100	x	1	1388	4	-4
O=C(Nc1cccnc1Cl)c1cc(-c2ccco2)on1	0	1	4	5	-29	107	-0.077	1	1483	-1	4
COC(=O)CSc1nnc(-c2ccc(OC)c(OC)c2)o1	-6	1.1	-13	-1	1	105	0.15	1	1406	-3	0
O=C1OC(/C(=C\Nc2ccc(F)cc2F)[N+](=O)[O-])c2ccccc21 (centres undefined)	5	1.1	-14	1	5	94	-0.3	1	1527	9	0
CCN(C(=O)CC(C)C)c1nnc(Cn2nnc3ccccc32)s1	-7	1	-2	-9	14	91	-0.99	1	1342	12	1
C=CCNC(=S)NNC(=O)C(CCCC)CC(C)O (centres undefined)	1	1.4	-42	6	-9	99	-0.25	1	1510	7	1
CC1CCCCC1NS(=O)(=O)c1ccc(S(=O)(=O)N2CCN(CCC#N)CC2)cc1 (centres undefined)	2	1.2	-16	1	-1	94	x	1	1593	7	3
N#CCCN(CCC#N)C(=O)COc1ccc(Cl)cc1Cl	4	0.8	19	14	-2	97	x	1	1702	7	5
Cc1cccc(-n2nnc(C(=O)Nc3ccc(F)cc3)c2N)c1	11	1	1	4	-75	85	0.46	1	1721	20	14
O=C(NCCCN1CCCC1=O)NC12CC3CC(CC(C3)C1)C2	-4	1	-5	-7	-3	103	x	1	1411	-4	-5
COc1ccc(C(=O)CSc2nnc(CNC(=O)c3ccc(OC)c(OC)c3)n2C)cc1	-1	0.9	10	4	-3	108	x	1	1388	-5	-1
Cc1cc(F)c(F)c(C(=O)N2CCCCC2C)c1Cl (centres undefined)	0	0.9	5	1	0	101	x	1	1496	3	8
CCn1cc(Cl)c(C(=O)NNC(=O)CCn2nc(C)c([N+](=O)[O-])c2C)n1	-3	1	-2	-7	7	105	x	1	1458	-7	-1
COc1ccc(OC)c(Nc2nc(-c3sc(NC(=O)C(C)(C)C)nc3C)cs2)c1	8	0.9	7	6	-3	83	x	1.1	1732	23	8
Cc1onc(-c2c(F)cccc2Cl)c1C(=O)NC1=NCCS1	1	0.8	17	8	-6	103	-0.37	1	1424	2	-2
O=c1[nH]c(CSc2nnc(-c3ccccc3)n2C2CCCCC2)nc2ccccc12	2	1	5	-1	3	102	-0.68	1.1	1547	5	5
Cc1cccc(N=Nc2ccc(O)c3ncccc23)c1	-1	1	4	8	-2	104	0.44	0.6	1624	4	4
CC(C)(C)c1ccccc1OCC(=O)NCCC(=O)O	-4	1	1	-1	4	100	0.62	1.1	1447	3	-7
O=c1[nH]c(CSc2nc(-c3ccccc3)cs2)nc2ccccc12	4	0.9	11	6	3	93	-0.69	1	1655	11	4
CN(C)CC(=O)Nc1ccc(S(N)(=O)=O)cc1	6	1	2	2	1	99	0.8	1	1514	-1	22
Cc1noc(C)c1S(=O)(=O)NCCN1CCN(c2ccccc2)CC1	-5	1	2	-3	-5	94	-1	1	1498	7	-4
COc1cc(NC(=S)NNC(=O)CC(C)C)c(OC)cc1Cl	14	0.9	9	-2	1	101	x	1.1	1654	1	1
CN(C)S(=O)(=O)N(Cc1ccc(Br)cc1)c1ccccc1	1	0.9	14	1	-2	98	x	1	1426	4	-5
Cc1csc(CN(C)C(=O)CC2C(=O)NCCN2CC(C)(C)C)n1 (centres undefined)	-2	1	4	6	11	97	0.91	1	1817	5	3
CCC(C)(C)NC(=O)C(c1cccs1)N(C(=O)c1ccn[nH]1)c1cccc(OC)c1 (centres undefined)	-3	2.1*	-106	5	4	103	0.69	1.1	1552	4	5
Cn1cc(SCC(=O)N2CCOCC2)c2ccccc21	3	1	2	-7	2	115	x	1.1	1405	-8	3
COc1cc(C(=O)NNC(=S)NC(=O)c2ccc(Cl)cc2)cc(OC)c1OC	-2	1	-3	4	2	99	0.42	1	1541	0	-1
Cc1cccc2cncc(OCc3nnc(SC(F)F)n3C)c12	6	1.1	-6	3	14	95	-0.38	1.1	1718	14	2
Cc1cccc(COCC(CC(C)C)N2CCN(C(=O)c3ccc(C(F)(F)F)cc3)CCC2=O)c1 (centres undefined)	1	1	2	0	-6	112	-0.77	1	1456	-17	2
CCOC(=O)c1[nH]c(C)c(C(=O)NCc2cccnc2)c1C	9	0.9	10	-2	-4	106	x	1.1	1567	2	8
Cc1cc(Oc2ccc(=O)n(C)n2)nc(Oc2ccc(=O)[nH]n2)n1	0	0.9	8	4	-4	98	0.29	1	1339	5	1

Single entries from the results shown:
O=c1[nH]c(CSc2nc(-c3ccccc3)cs2)nc2ccccc12 in TNAP act hi DEA shows 1
C=CCNC(=S)NNC(=O)C(CCCC)CC(C)O (centres undefined) in bIAP activator shows 1.4
CN(C)CC(=O)Nc1ccc(S(N)(=O)=O)cc1 in STAT3 blocker shows -1

One compound at a time (already shown). Screens in order: PPARg SRC-1 ag	bIAP activator	bIAP inh	PPARg SRC-2 ag	STAT1 inh	STAT3 act	ROMK primary	TNAP act hi DEA	SRC2 TRFRET art	STAT3 blocker	PPARg SRC3 recr
COc1cc(NC(=S)NNC(=O)CC(C)C)c(OC)cc1Cl is listed with 14	0.9	9	-2	1	101	x	1.1	1654	1	1
Cc1cccc2cncc(OCc3nnc(SC(F)F)n3C)c12 is listed with 6	1.1	-6	3	14	95	-0.38	1.1	1718	14	2
CN(C)S(=O)(=O)N(Cc1ccc(Br)cc1)c1ccccc1 is listed with 1	0.9	14	1	-2	98	x	1	1426	4	-5
CC(C)(C)c1ccccc1OCC(=O)NCCC(=O)O is listed with -4	1	1	-1	4	100	0.62	1.1	1447	3	-7

Other compounds follow.
SMILES	PPARg SRC-1 ag	bIAP activator	bIAP inh	PPARg SRC-2 ag	STAT1 inh	STAT3 act	ROMK primary	TNAP act hi DEA	SRC2 TRFRET art	STAT3 blocker	PPARg SRC3 recr
COc1ccc(-c2csc(CCN3N=C(C)CC3=O)n2)cc1	7	1.1	-8	2	6	106	-0.33	1.1	1659	-6	5
COc1cccc(C(=O)CN2C3=NCCCN3c3ccccc32)c1	2	1	2	2	14	99	x	1	1513	1	-1
N#C/C(=C\c1cn(-c2ccccc2)nc1-c1cc2ccccc2o1)c1nc2ccccc2[nH]1	-4	1.2	-24	-1	-4	90	-3.5*	0.9	1780	15	2
CCOC(=O)CN(C(=O)Cn1nnc(-c2ccc(OC)cc2)n1)C(C(=O)NC1CCCC1)c1ccc(F)cc1 (centres undefined)	-3	0.9	12	2	-5	108	x	1.1	1597	-9	-2
Cn1nnnc1SCc1ccccc1[N+](=O)[O-]	-2	1	-2	-5	-4	111	-0.36	1	1294	-5	-4
COc1ccc(CC(=O)OCn2nnc3ccccc3c2=O)cc1	-5	1	-2	0	0	99	x	1	1433	5	-3
Cc1nnc(SCC(=O)N2CCOCC2)[nH]c1=O	12	0.9	10	7	7	94	0.12	1	1646	8	0
O=S1(=O)C[C@@H](N2CCOCC2)[C@H](N2CCOCC2)C1	9	1.2	-17	2	4	99	-0.054	0.9	1581	9	6
Cc1ccc(S(=O)(=O)Nc2c(C)n(C)n(-c3ccccc3)c2=O)cc1	-4&0	0.9&0.9	8&11	0&3	9&5	109&108	0.28&0.68	1&1.1	1407&1556	-9&-4	1&-7
Cc1ccccc1N(Cc1ccccc1F)S(C)(=O)=O	-2	1	0	2	5	99	-0.4	1	1545	6	1
CCOC(=O)c1cccc(NC(=O)C2(S(=O)(=O)c3ccc(Cl)cc3)CC2)c1	1	0.7	33	5	8	104	-0.0055	1	1554	-7	1
O=S(=O)(c1ccc(Br)cc1)n1c(Cc2ccccc2)nc2ccccc21	4	0.9	10	-6	5	101	x	1	1514	4	-1
Cn1nc(C(F)(F)F)c2cc(C(=O)Nc3ccc(F)cc3F)sc21	-1	1	-2	-2	9	84	x	1	1462	22	2
Cc1csc2nc(CCNS(=O)(=O)c3cccs3)cn12	-2	1.3	-33	3	-30	113	x	1	1572	-6	0
CC[N+]1=CN(c2ccccc2)C(C)=CC1(C)C	1	1	3	3	-2	107	0.51	1	1569	-8	0
COc1ccc(S(=O)(=O)N2CCC(C(=O)NC3CC3)CC2)cc1Cl	2	1	-3	3	8	88	x	1.1	1509	17	3
Cc1cc(NC(=O)c2cnn3c(C(F)(F)F)cc(-c4ccc(Br)cc4)nc23)no1	1	0.9	6	4	0	84	1.4	1	1722	24	0
O=C(COC(=O)c1ccc(Cl)nc1)Nc1ccc(S(=O)(=O)N2CCCC2)cc1	5	0.9	12	5	4	93	x	1	1452	4	3
N#Cc1ccc(-c2csc(NC(=O)/C=C/c3cccs3)n2)cc1	-11	0.9	9	-7	-2	83	-0.46	1.1	1523	20	-1
CCCCOc1ccc(C(=O)N/C(=C\c2cccc([N+](=O)[O-])c2)C(=O)OCCC)cc1	-11	1	3	-1	-11	101	0.51	1	1573	6	4
Cc1ccc(-n2c(C)c3c(C)nnc(C)c3c2C)cc1N	2	0.9	8	2	-1	92	-0.66	1	1636	15	2
O=C(CN1CCN(Cc2ccccc2)CC1)Nc1cccc(C(F)(F)F)c1	0	1	-2	4	6	99	-0.32	1	1653	2	-2
CCOC(=O)c1c(C)c(C(=O)NCc2ccc3c(c2)OCO3)c(C)n1CC	3	1.1	-10	-4	11	111	0	1	1435	-4	1
CN(CCN1CCc2ccccc2C1)Cc1nc(Cc2ccccc2F)no1	4	0.9	13	-8	0	112	0.022	1	1482	-1	-4
